Screening results: PubChem, Sanford-Burnham Center for Chemical Genomics
Hsp70 inhibitors: Hsp70 inhibitors, probe displacement, primary screen, biochemical, fluorescence polarization (AID 583) | Hsp70 fluorescence polarization probe displacement, mP; higher % means a stronger effect | displacement, % at 20 µM, or IC50 in µM where a hit was titrated | 0.06% of 140,000 active; in the data active = displacement above about 50%;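 note: plate controls were vehicle for no effect and reference ligand for full effect; a part of the inactive calls stands beside numbers as strong as those of hits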
MKP-3 inhibition: MKP-3 phosphatase inhibitors, primary screen, biochemical, rat enzyme, in vitro (AID 425); inhibition, % at 20 µM; hits with a dose series show IC50 in µM; 0.17% of 110,000 active; recombinant MKP-3 phosphatase activity, fluorescence; higher % means a stronger effect; in the data active = inhibition above about 50%;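 note: plate controls were vehicle for no effect and reference inhibitor for full effect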
Numbers without * were called inactive; · = not tested or not shown; & = joins results of further samples.

Hsp70 inhibitors	MKP-3 inhibition	SMILES
3.6%	2%	COc1ccc(/C=C(/NC(=O)c2ccc(C(C)(C)C)cc2)C(=O)N2CCCC2)cc1OC
4.9%	-1%	CCCCCCCNc1nc(OC)nc(N2CCCCC2)n1
-0.6%	-11%	CCOC(=O)C1CCN(Cc2ccc(OC)c(C)c2OC)CC1
4.7%&1.9%	1%	O=C(NCCCn1ccnc1)c1ccc(Br)o1
-2.6%	·	CCOC(=O)CS(=O)(=O)c1ccccc1
6.4%	2%	COc1ccc(C(=O)n2c(C)nc3ccccc32)cc1[N+](=O)[O-]
3.1%	-9%	Cn1c(=O)c2c(nc(N3CCOCC3)n2CCSc2nc3ccccc3s2)n(C)c1=O
0.7%	·	CC(C)CN(CC(C)C)C(=O)C12CCC(C)(C(=O)O1)C2(C)C (centres undefined)
0.7%	2%	COC(=O)C1=C(C)N(Cc2cccnc2)C(=O)/C1=C\c1ccc(Br)cc1
-4.6%	-7%	CC(=O)C1(O)C(C)CC2C3CCC4CC(O)CCC4(C)C3=CCC21C (centres undefined)
1.7%	-3%	CC(=O)CC(=O)NCc1ccccc1Cl
1.4%	-8%	CCCc1cc(=O)[nH]c(SCC(=O)OCc2ccccc2)n1
1.2%	-9%	CCOC(=O)c1cn(-c2ccccc2)nc1-c1cccnc1
·	-5%	Cc1c(Br)c(C(F)(F)F)nn1CC(=O)N1CCCC1
-1.0%	1%	O=C(Cn1cc2c(n1)CCCC2)NCCCN1CCCC1
-1.2%	-3%	COC(=O)c1cc(-c2c(C)oc3cc(OC)ccc3c2=O)c(C)o1
-5.3%	0%	Cc1ccnc(SCCn2c(N3CCC(C)CC3)nc3c2c(=O)[nH]c(=O)n3C)n1
6.3%&-0.3%	-5%&-1%	COc1ccc(CN2CCN(C(=O)c3cccs3)CC2)cc1Br
-1.2%	-16%	c1ccc(/N=C2\N=C(Nc3ccccn3)c3ccccc32)nc1
1.3%	0%	O=C(O)c1cccc(CSc2nnc(Cc3ccccc3)o2)c1

New compounds follow.
Hsp70 inhibitors	MKP-3 inhibition	SMILES
-0.6%	4%	Clc1ccc(N2COc3ccc4ccccc4c3C2)cc1
1.2%	-22%	COc1ccccc1NC1SC(=O)N(c2ccccc2)C1=O (centres undefined)
3.5%	3%	CCc1ccccc1N(CC(=O)N1CCCC1)S(C)(=O)=O
-0.8%	4%	CC(C)c1ccccc1NC(=O)COc1ccc2ccccc2c1
-51%	7%	CCOC(=O)C1=C(O)/C(=C/c2ccc(N(CC)CC)cc2)SC1=Nc1ccccc1
-2.1%	0%	Cc1occc1C(=O)Nc1sc2c(c1C#N)CCC(C)C2 (centres undefined)
1.6%&7.2%	-6%&-6%	CCOC(=O)c1cccc(NC(=O)c2ccco2)c1
-1.8%	6%	Cc1cc(C)nc(SCc2nnc(SCC(=O)Nc3ccc(C)c(C)c3)o2)n1
-1.7%	-2%	CCOc1ccc(C(=O)Nc2cc(C(F)(F)F)cc(C(F)(F)F)c2)cc1
5.5%	-4%	CC(C)C(=O)Nc1cccc(C(=O)NCc2ccc(S(N)(=O)=O)cc2)c1
7.4%	-6%	O=C1C(C=NCCCN2CCCC2=O)=C(O)c2ccccc21
1.4%&2.9%	3%&0%	COc1cc(OC)cc(C(=O)Nc2cccc(NC(C)=O)c2)c1
-4.5%&-3.7%	-13%&4%	c1ccc(Nc2nc(-c3ccncc3)cs2)nc1
0.6%	-8%	COc1ccc(NC(=O)C2CCCN2S(=O)(=O)c2ccc3c(c2)CCC(=O)N3)cc1 (centres undefined)
6.9%	-1%	COc1ccc(C(=O)Nc2ccc(Cl)cn2)cc1Br
0.2%	5%	Cc1cn([C@H]2C[C@@H](O)[C@@H](CO)O2)c(=O)n(C)c1=O
1.2%	5%	COc1ccccc1CNC(=O)CC(NS(=O)(=O)c1ccc(C)cc1)c1ccco1 (centres undefined)
-3.0%	4%	CC(=O)NC(=O)NC1CSCC1OC(C)=O (centres undefined)
2.3%	-7%	CC(C)(C)NC(=O)NC(=O)COc1ccccn1
0.7%	0%	COC(=O)c1ccccc1NC(=O)Nc1cnccn1

(more compounds)
Hsp70 inhibitors	MKP-3 inhibition	SMILES
0.5%	3%	COc1ccc(/C=C(\NC(=O)c2ccc(OC)cc2)C(=O)NCc2ccco2)cc1
-0.8%	0%	CN(C)CCCNC(=O)c1ccc(F)cc1
-0.6%	4%	COc1ccc(C2Nc3ccccc3C(=O)N2c2ccc(C)cc2)cc1Cn1nnc2ccccc21 (centres undefined)
-0.4%	·	COC(=O)c1ccc(COC(=O)c2ccc(CS(=O)(=O)c3ccc(C)cc3)cc2)cc1
13%	8%	O=C1c2ccccc2-c2onc3ccc(Sc4ccccc4)c1c23
-3.0%	-4%	COCCn1nnnc1CN(Cc1cccnc1)Cc1cc2cc(OC)ccc2[nH]c1=O
0.8%	-2%	CCCC(=O)Nc1nnc(COC)s1
1.8%	6%	COc1ccc(C2=C/C(=C/c3ccco3)C(=O)O2)cc1
4.5%	1%	COc1ccc(C(=O)N2CCN(C3CCCC3)CC2)cc1
5.9%	3%	O=C(CN1C(=O)c2cccc3cccc1c23)N1CCN(c2cccc(Cl)c2)CC1
-2.0%	·	Clc1ccc2oc(-c3cccnc3)nc2c1
-8.1%	2%	O=C(CN1CCN(C(=O)c2ccco2)CC1)Nc1ccc(Cl)c(C(F)(F)F)c1
7.8%	·	COC(=O)c1ccc(C(=O)OC)c(NC(=O)COC(=O)C2CCCCC2)c1
-2.8%	·	CC(=O)Nc1ccc(S(=O)(=O)Nc2ccc(S(=O)(=O)N3CCCC3)cc2)cc1
-1.6%	-2%	CCOC(=O)c1ccccc1NC(=O)CN(c1ccc(OC)cc1OC)S(C)(=O)=O
8.8%	2%	COc1ccccc1NC(=O)CSc1nnc(Cc2cc(=O)[nH]c(=O)[nH]2)n1-c1ccccc1
6.4%	-2%	O=C(CCCNc1ccccc1)N/N=C/c1cccnc1
1.4%	-2%	Cc1ccc(Cl)cc1N(CC(=O)N1CCCCCC1)S(C)(=O)=O
1.9%	-2%	NCCCCCc1nnc(SC/C=C/c2ccccc2)o1
-2.2%	0%	Nc1ccc(S(=O)(=O)Nc2nccc(/C=C\c3ccccc3Cl)n2)cc1

(more compounds)
Hsp70 inhibitors	MKP-3 inhibition	SMILES
-1.0%	·	Cc1nc2ccccc2n1CC(=O)OCC(=O)NCCc1ccccc1
-0.9%	-1%	O=C(NCc1ccccc1)NC1CCCCC1
5.1%	2%	CCOC(=O)C1=C(CSc2nc(C)ccc2C#N)OC(N)=C(C#N)C1c1cccc(OC)c1OC (centres undefined)
·	-4%	Cc1cc(=O)[nH]c(N2CCN(Cc3ccccc3)CC2)n1
-3.7%	2%	CC(=O)N(Cc1ccc2c(c1)OCO2)C1CC(=O)N(c2ccc(Br)cc2)C1=O (centres undefined)
-21%	3%	CC(C)CC(NC(=O)c1ccccc1)C(=O)OCC(=O)Nc1cccc2ccccc12 (centres undefined)
-0.1%	-9%	S=C(c1ccc(N2CCOCC2)cc1)N1CCCCC1
0.4%	0%	Cc1ccc2nc(/C(C#N)=C/c3cc(Br)ccc3OCc3ccccc3)[nH]c2c1
1.2%	-10%	COc1cc2[nH]c(=S)n(CC3CCCO3)c(=O)c2cc1OC (centres undefined)
2.1%	4%	CC(=O)Oc1ccc(-c2cccc(C(=O)NC(C)(C)C)c2)cc1
-3.2%	-10%	CCOc1ccc(N2CC(C(=O)NCCC3=CCCCC3)CC2=O)cc1 (centres undefined)
-0.9%	0%	C=CCOCCN(CCOCC=C)C1=NS(=O)(=O)c2cc([N+](=O)[O-])ccc21
-4.4%	9%	CCOc1ccc2c(c1)/C(=C1/SC(C(C)=O)=C(c3ccccc3)S1)C(=S)C(C)(C)N2
·	-1%	O=C(CCn1nc(-c2ccc(Cl)cc2)ccc1=O)NCCCN1CCCCCC1
-3.0%	2%	CN(C)C(=O)CSc1nc(SCC(=O)N(C)C)n(-c2ccccc2)n1
-0.8%	-6%	CC1=C(C(=O)Nc2ccccc2)C(c2ccncc2)C(C#N)=C(SCC(=O)NC2CC2)N1 (centres undefined)
-2.2%	2%	Cc1ccc(C)n1CCN1CCN(C(=O)CSc2nc3ccccc3nc2N2CCOCC2)CC1
-1.4%	0%	COC(=O)CN(c1cccc(Cl)c1)S(=O)(=O)c1ccccc1
-3.2%	0%	O=C1CCC(=O)c2oc3ccccc3c2N1
·	-8%	O=C(CC1NCCNC1=O)OCCCc1ccccc1 (centres undefined)

3 entries from above, sorted by their value in Hsp70 inhibitors, low to high:
SMILES | Hsp70 inhibitors | MKP-3 inhibition
CC1=C(C(=O)Nc2ccccc2)C(c2ccncc2)C(C#N)=C(SCC(=O)NC2CC2)N1 (centres undefined) | -0.8% | -6%
COc1cc2[nH]c(=S)n(CC3CCCO3)c(=O)c2cc1OC (centres undefined) | 1.2% | -10%
CC(=O)Oc1ccc(-c2cccc(C(=O)NC(C)(C)C)c2)cc1 | 2.1% | 4%

Next part
Hsp70 inhibitors	MKP-3 inhibition	SMILES
-4.3%	0%	CCOC(=O)c1cnc2c(C#N)c(C)nn2c1-c1ccccc1
1.4%	2%	O=S(=O)(Nc1nc2ccccc2s1)c1cccc2cccnc12
-7.2%	5%	CC1=C(C)CC2C(=O)N(c3cccc(C(F)(F)F)c3)C(=O)C2C1 (centres undefined)
-0.7%	-1%	O=c1c2ccccc2nc(-c2ccccc2)n1Cc1ccco1
0.7%	-12%	Cc1ccc2c(c1)[nH]c1c(N3CCN(Cc4ccccc4)CC3)ncnc12
-1.0%	-3%	O=S(=O)(c1ccccc1F)N(Cc1ccco1)Cc1nnc(-c2ccccc2Br)o1
-1.0%	-1%	CC(O)C(=O)N/N=C/c1ccc(F)cc1 (centres undefined)
1.6%	·	COc1ccc(CNC(=O)Oc2ccccc2)cc1Cl
-5.4%	3%	O=C(Nc1nc(-c2ccccc2)c(-c2ccccc2)s1)c1ccc(S(=O)(=O)N2CCCC2)cc1
6.0%	-5%	O=C1C2ON(c3ccccc3)C(c3cccnc3)C2C(=O)N1Cc1ccccc1 (centres undefined)
-3.1%	-3%	COc1ccccc1-c1nnc(SCC(=O)N2CCC(C)CC2)o1
18%	-17%	CCOC(=O)N1CCN(C(=O)CCCN2C(=O)CSc3nc(C)cc(C)c32)CC1
-0.4%	1%	O=C(NCc1ccco1)C1C2C3CCC(C3)C12 (centres undefined)
8.0%	0%	CC1=C(C(=O)OC2CCCCC2)C(c2cccc(Cl)c2)C2=C(CC(C)(C)CC2=O)N1 (centres undefined)
0.4%	1%	COc1ccc(OC)c(NC(=O)CSc2nnc(CNc3ccc(C)cc3C)o2)c1
2.5%	·	CC(C)c1ccc(O)c(NC(=O)c2cccnc2)c1
2.5%	5%	Cc1ccc(-c2nc3ccccc3n3nnnc23)cc1
1.4%	-9%	CCOC(=O)C1=C(c2ccccc2)NC(SCC(=O)Nc2ccccc2C)=C(C#N)C1c1ccco1 (centres undefined)
0.9%	-4%	CSc1cccc(NC(=O)CN2C(=O)c3ccccc3S2(=O)=O)c1
0.3%&1.7%	-3%	CCCS(=O)(=O)C(=C(Nc1ccc(OC)cc1)Nc1ccc(OC)cc1)S(=O)(=O)CCC

(list continues)
Hsp70 inhibitors	MKP-3 inhibition	SMILES
-1.5%	-2%	O=C(Nc1ccccc1CO)c1ccc(F)cc1
0.4%	3%	CC(C)CCN1C(=O)c2ccc(C(=O)NCC3CCCO3)cc2C1=O (centres undefined)
-0.8%	·	CN1CCN(C(=O)c2cc3nc(-c4ccccc4)cc(-c4ccccc4)n3n2)CC1
0.6%	-16%	CCC(Oc1ccccc1)C(=O)N1CCC(C(N)=O)CC1 (centres undefined)
1.1%	·	O=C(NCC(=O)N(CC1CCCO1)C1(C(=O)NC2CCCC2)CCCCC1)c1ccccc1 (centres undefined)
-0.6%	·	Cc1ccc(Nc2nc(N)nc(CSCCO)n2)cc1
-1.3%	-2%	Cc1ccc(CSC2=Nc3ccccc3C3=NC(CC(=O)NCc4ccco4)C(=O)N23)cc1 (centres undefined)
-2.8%	-6%	COCC(=O)Nc1cccc(Br)c1
1.6%	-13%	CCc1ccccc1N(CC(=O)Nc1cccc(N(C)S(C)(=O)=O)c1)S(C)(=O)=O
-26%	-5%	COc1cc(OC)cc(-c2cc3nc4c(c(N5CCN(c6cnccn6)CC5)n3n2)CCCC4)c1
13%	-1%	CCc1nnc(N2CCN(c3ncnc4c3oc3ccccc34)CC2)s1
0.5%	2%	Cc1sc(NC(=O)C2C3C=CC(C3)C2C(=O)O)nc1-c1ccccc1 (centres undefined)
·	-4%	CC(C(=O)Nc1ccccc1-c1ccccc1)N1CCN(C(=O)c2ccco2)CC1 (centres undefined)
-0.9%	·	CCOC(=O)c1ccc(Nc2cc(C)nc(C)c2C(=O)OCC)cc1
1.3%	-4%	N#CC1=C2C=Cc3ccccc3N2CCCC1=O
-71%	-7%	CN(C)c1ccc(/C=C/C(O)=C2/C(=O)N(C)C3(C)CC2c2ccccc2O3)cc1 (centres undefined)
·	6%	Oc1ccc(-c2nc3ncccn3c2Nc2ccc3c(c2)OCO3)cc1

A second format for three compounds above:
O=C(Nc1nc(-c2ccccc2)c(-c2ccccc2)s1)c1ccc(S(=O)(=O)N2CCCC2)cc1
- Hsp70 inhibitors = -5.4%
- MKP-3 inhibition = 3%
O=C1C2ON(c3ccccc3)C(c3cccnc3)C2C(=O)N1Cc1ccccc1 (centres undefined)
- Hsp70 inhibitors = 6.0%
- MKP-3 inhibition = -5%
COc1ccccc1-c1nnc(SCC(=O)N2CCC(C)CC2)o1
- Hsp70 inhibitors = -3.1%
- MKP-3 inhibition = -3%

An excerpt; the hit share may differ from the screen's.
